# Assay outcomes (PubChem)
# IDE cell inh: inhibits human insulin-degrading enzyme in HEK cells; P14735; FAbetaB cleavage, fluorescence polarization; inhibition, % at 5.59 µM; hit rate 0.41% among 320,000; AID 434962;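 active means percent inhibition above the average of all tested compounds plus 3 SD, set per screening campaign, cut at about 16% in these data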;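 further: IDE supplied by intact live HEK cells; FP after avidin binding of uncleaved biotin substrate so inhibition keeps polarization high; 0% = DMSO wells and 100% = 60 µM reference IDE inhibitor Ii1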
# IDE act: IDE (human) activation, cell-based. hit rate 0.073% among 340,000. AID 493087. activation, % at 5.96 µM. HEK cells, FAbeta-B cleavage, fluorescence polarization; 0% vehicle, 100% cell-free pure enzyme wells. P14735;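 active means activation above the mean of all tested compounds plus 3 SD, set per screening campaign, cut at about 17% in these data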
# MEKK2 WT-MEK5: raises or lowers MEK5 binding to wildtype human MEKK2 PB1 domain; Q9Y2U5; bead flow cytometry, Alexa488-MEK5 binding to MEKK2 WT; actives lie on both sides; binding response (% of control), % at 10 µM; hit rate 1.1% among 290,000; in the data active means binding response below about 67% or above about 130%
# UBC9 SUMO inh: blocks human SUMOylation mediated by UBC9. P63279. HTRF SUMOylation assay, SAE1/SAE2 + UBC9, in vitro. inhibition, % at 35 µM. hit rate 0.36% among 290,000. AID 2006; in the data active means inhibition above about 50%, passing the limit was not always enough; further: strong numbers were not always called active
# Target sequence (P63279 whole entry, looked up): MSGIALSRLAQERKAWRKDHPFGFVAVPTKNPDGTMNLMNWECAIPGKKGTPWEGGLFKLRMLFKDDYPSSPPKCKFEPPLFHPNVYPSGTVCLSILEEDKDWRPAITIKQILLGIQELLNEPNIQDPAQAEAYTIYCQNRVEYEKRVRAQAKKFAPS
# MEKK3 PB1 HTS: modulators (inhibitors or enhancers) of MEK5 binding to human MEKK3 PB1 domain. hit rate 1.4% among 290,000. binding response (% of control), % at 10 µM. Q99759. bead-based flow cytometry, Alexa488-MEK5 binding to MEKK3; actives lie on both sides; 0 = blocked by unlabeled MEK5, 100 = vehicle. AID 1529;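 active means binding response more than 3 SD above or below the average of its plate-row segment, actives on both sides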;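 further: Alexa488 bead fluorescence after subtracting the streptavidin-only scavenger bead signal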
# Target sequence (Q99759 whole entry, looked up, the tested form may be a part): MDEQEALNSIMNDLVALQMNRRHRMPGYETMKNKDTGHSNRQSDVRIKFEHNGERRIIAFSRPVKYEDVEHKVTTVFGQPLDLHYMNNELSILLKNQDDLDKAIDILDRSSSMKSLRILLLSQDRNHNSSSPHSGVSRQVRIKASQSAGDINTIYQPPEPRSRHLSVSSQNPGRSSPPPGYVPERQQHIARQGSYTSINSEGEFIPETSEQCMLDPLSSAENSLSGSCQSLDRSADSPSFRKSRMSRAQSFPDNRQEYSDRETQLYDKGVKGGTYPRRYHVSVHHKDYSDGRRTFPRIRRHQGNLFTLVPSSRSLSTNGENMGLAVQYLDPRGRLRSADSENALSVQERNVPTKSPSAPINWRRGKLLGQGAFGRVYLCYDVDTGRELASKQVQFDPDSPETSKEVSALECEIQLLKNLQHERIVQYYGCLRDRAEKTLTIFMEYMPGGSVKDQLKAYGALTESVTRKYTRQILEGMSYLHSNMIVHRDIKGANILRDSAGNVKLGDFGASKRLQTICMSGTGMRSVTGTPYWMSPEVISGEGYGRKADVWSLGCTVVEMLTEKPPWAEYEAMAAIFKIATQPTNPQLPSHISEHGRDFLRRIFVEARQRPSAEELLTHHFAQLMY
# PfM18AAP inh: PfM18AAP enzyme inhibition; recombinant PfM18AAP, H-Glu-NHMec fluorogenic cleavage; inhibition, % at 7.35 µM; hit rate 1.2% among 290,000; AID 1822;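 active means inhibition above the campaign mean inhibition over all tested compounds plus 3 SD, cut at about 28% in these data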;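 further: 0% = plate median of test compound wells and 100% = 2 mM ZnCl2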
# pCIP destab: compounds decreasing mouse p/CIP protein stability; hit rate 0.01% among 290,000; F442A p/CIP-EGFP cells, EGFP fluorescence, 16 h; decrease of EGFP signal, % at 10 µM; Q05BA5;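 active means EGFP signal decrease of at least 30% at 10 µM or well 3 SD below plate mean, unless failing retest; inactive means the rest, including hits failing retest or dose response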; further: some compounds called inactive have numbers as strong as hits; many of its hits are not listed in these tables
# NALP1 inh: inhibitors of NALP1 inflammasome in yeast. hit rate 0.61% among 280,000. S. cerevisiae NALP1/ASC/caspase-1 growth, X-gal OD620, 72 h. inhibition, % at 10 µM. AID 2071; in the data active means inhibition mostly above about 24%, no sharp cut-off; inactive means mostly below about 32%; further: some compounds called inactive have numbers as strong as hits
# MEKK2mut PB1 HTS: signal of MEK5 binding to mutant human MEKK2 PB1 domain; percent response, % at 10 µM; bead flow cytometry, Alexa488-MEK5 binding to MEKK2 mutant; hit rate 0.35% among 290,000; in the data active means percent response above about 24%, passing the limit was not always enough; further: inactives centre near 1; some results filed as inactive read as strong as hits; reference of the scale not given here
# * marks the source's active call; other numbers are inactive results; x = not tested or not shown; & = joins results of further samples. An excerpt (hit frequency here may not be typical).
SMILES,IDE cell inh,IDE act,MEKK2 WT-MEK5,UBC9 SUMO inh,MEKK3 PB1 HTS,PfM18AAP inh,pCIP destab,NALP1 inh,MEKK2mut PB1 HTS
CN(C)S(=O)(=O)c1ccc2oc(SCC(=O)Nc3ccccc3F)nc2c1,-8,6,99,-3,103,2,-4,-10,-2
Cc1ccc(S(=O)(=O)c2nc(S(C)(=O)=O)sc2N2CCC(O)CC2)cc1,2,3,98,9,101,-2,3,27,0
CSc1sccc1/C=N/O,-3,-2,93,7,92,5,-20,18,-14
Cc1cnc([N+](=O)[O-])n1CCOC(=O)NC(=O)c1cccc(F)c1,2,1,94,-4,97,0,16,12,-9
O=C(O)c1cccc(N2C(=O)CSC2=S)c1,0,2,95,4,98,13,-6,5,0
O=C(COc1ccccc1)N1CCc2ccccc2C1,-2,7,93,7,96,-8,-1,39,-3
CCOC(=O)C1Cn2c(nc3c(c2=O)C2(CCCC2)Cc2ccccc2-3)S1 (stereo not drawn),0,4,98,-7,104,4,-10,-13,-1
CCC(=O)Nc1cc(C(=O)O)ccc1Sc1ccc(Cl)cc1,4,7,102,9,103,1,13,4,3
COc1ccc(OC)c(NC(=O)Cn2cc(C#N)c3cc(Br)ccc32)c1,-1,0,118,5,110,-4,2,17,9
COc1ccccc1NC(=O)/C(=C/c1cccs1)NC(=O)c1ccco1,3,x,88,22,84,-11,-8,23,-9
c1cc2nnnn2nc1N1CCCCC1,1,-4,104,7,104,-1,1,-12,0
COC(=O)c1[nH]c2cccc(OC)c2c1NC(=O)CCN1CCC(C)CC1,-3,8,104,28,93,-16,-8,2,2

# Whole records as entered above. Values in the order: IDE cell inh | IDE act | MEKK2 WT-MEK5 | UBC9 SUMO inh | MEKK3 PB1 HTS | PfM18AAP inh | pCIP destab | NALP1 inh | MEKK2mut PB1 HTS
# Entry for CSc1sccc1/C=N/O = -3 | -2 | 93 | 7 | 92 | 5 | -20 | 18 | -14
# Entry for CCOC(=O)C1Cn2c(nc3c(c2=O)C2(CCCC2)Cc2ccccc2-3)S1 (stereo not drawn) = 0 | 4 | 98 | -7 | 104 | 4 | -10 | -13 | -1
# Entry for Cc1cnc([N+](=O)[O-])n1CCOC(=O)NC(=O)c1cccc(F)c1 = 2 | 1 | 94 | -4 | 97 | 0 | 16 | 12 | -9
# Entry for O=C(O)c1cccc(N2C(=O)CSC2=S)c1 = 0 | 2 | 95 | 4 | 98 | 13 | -6 | 5 | 0

# Some entries already given, reduced to IDE cell inh, MEKK3 PB1 HTS and IDE act:
SMILES	IDE cell inh	MEKK3 PB1 HTS	IDE act
COc1ccccc1NC(=O)/C(=C/c1cccs1)NC(=O)c1ccco1	3	84	x
CCC(=O)Nc1cc(C(=O)O)ccc1Sc1ccc(Cl)cc1	4	103	7
Cc1ccc(S(=O)(=O)c2nc(S(C)(=O)=O)sc2N2CCC(O)CC2)cc1	2	101	3

# (next part)
SMILES,IDE cell inh,IDE act,MEKK2 WT-MEK5,UBC9 SUMO inh,MEKK3 PB1 HTS,PfM18AAP inh,pCIP destab,NALP1 inh,MEKK2mut PB1 HTS
COc1ccc(-n2nnnc2SCC(=O)c2cccc(OC)c2)cc1,-4,-4,82,6,79,-4,-7,21,-8
Cc1nc(SCC(=O)NC(=O)NCc2ccco2)nc(C)c1C,3,1,99,5,100,5,14,18,-3
CCN(Cc1ccncc1)C(=O)c1cc(COc2c(F)cccc2F)on1,1,1,99,-2,97,2,2,16,-7
CCC(C)NC(=O)Cn1cc(S(=O)(=O)N2CCCC2)c(S(=O)(=O)N2CCCC2)c1 (stereo not drawn),10,-1,100,10,101,2,-5,3,5
COc1ccc(C(=O)N(C)CC2CCN(CCc3cccc(C(F)(F)F)c3)CC2)cc1C,1,-2,117,4,106,2,-10,18,14
Cc1ccn2c(NCc3ccccc3)c(-c3cccs3)nc2c1,1,1,94,19,100,13,-5,-7,-6
NS(=O)(=O)c1ccc(CCNC(=O)c2cccc([N+](=O)[O-])c2)cc1,-3,6,91,3,90,5,0,15,-4
COc1ccc(N2CS(=O)CC2=O)cc1 (stereo not drawn),0,3,96,-1,100,2,12,7,-5
C=CCC(=O)OCC(=O)Nc1ccc(Cl)cn1,4,-3,94,19,95,0,-6,0,1
Cc1onc(NC(=O)NC(=O)c2c(F)cccc2Cl)c1Br,3,-4,105,-2,102,4,4,11,4
CC(=O)C1=NOC2C(=O)N(c3ccccc3)C(=O)C12 (stereo not drawn),1,4,112,20,108,-13,-5,4,5
Cc1nn(C(=O)c2c(-c3ccccc3)noc2C)c(C)c1N=Nc1cc(C(F)(F)F)cc(C(F)(F)F)c1,6,3,102,20,104,-13,6,-1,9
Oc1c(C(c2ccccc2)N2CCN(Cc3ccccc3)CC2)sc2ncnn12 (stereo not drawn),0,8,105,-3,105,29*,-5,-18,11
COc1ccccc1C1CC(c2ccc(NS(C)(=O)=O)cc2)=NN1S(=O)(=O)c1ccccc1 (stereo not drawn),-1,1,88,-4,100,3,-9,-6,1
COc1ccc(C)cc1NC(=O)C(NCC(O)c1ccccc1)c1ccccc1 (stereo not drawn),11,-2,97,3,96,7,-1,29,0
O=C(CCN1C(=O)[C@@H]2Cc3ccccc3CN2C1=O)N[C@H](C(=O)O)c1ccccc1,0,8,99,4,100,-2,-3,-2,0
CCOc1ccccc1/C=C/c1onc(C)c1S(=O)(=O)N1CCC(C(=O)NC(C)C)CC1,-4,1,95,13,100,-4,-11,12,3
CCc1cccc(N(C(=O)c2csnn2)C(C(=O)NC(C)(C)CC)c2ccccn2)c1 (stereo not drawn),-1,4,108,4,115,3,-9,2,0
COC(=O)CSc1nc2ccccc2c(=O)n1C,-3,3,100,24,102,-4,-20,10,5
O=c1oc2ccccc2c(Nc2ccc(Cl)cc2)c1[N+](=O)[O-],-1,2,100,17,100,-5,-11,x,1
CC(C)CSc1oc(-c2ccco2)nc1S(=O)(=O)c1ccccc1,2,3,102,2,113,7,-6,x,11
CC(C)OC(=O)c1cc(NC(=S)Nc2ccc([N+](=O)[O-])cc2)cc(C(=O)OC(C)C)c1,2,7,169*,4,82,-1,0,-8,40*
COc1ccccc1N1CCN(C(=O)CSc2ncccc2-c2nc3ccccc3[nH]2)CC1,1,-1,97,7,100,-12,-4,-1,6
O=C(COc1cccc2ccccc12)Nc1ccc(Cl)cc1C(=O)O,3,6,100,15,98,4,0,17,4
CCOC(=O)c1sc(NS(=O)(=O)c2ccc(C)cc2)nc1C,2,0,93,12,90,-1,-15,9,-10
COc1ccccc1-n1c(CCn2nc(C)c(Br)c2C)n[nH]c1=S,1,-4,102,-5,101,24,12,17,-1
CCn1c(C(=O)N2CCC(C(=O)NCCCSC3CCCCC3)CC2)cc2sccc21,5,0,102,-10,98,1,-24,-17,7
O=[N+]([O-])c1ccc(/C=N/Nc2nc(-c3ccccc3)c3cc(Br)ccc3n2)o1,-5,6,x,27,x,15,-1,25,x
CN(C)CC(C)(C)CNS(=O)(=O)c1ccc(Cl)c(Cl)c1,-2&-1,3&3,103&86,8&-8,103&90,-2&-2,-11&-17,8&19,0&-3
COCCCNc1nc2c(-c3ccc(Cl)cc3)nnn2c2ccccc12,1,5,100,16,109,-2,-8,35,-2
O=C(CSc1ccccc1F)NC(=O)NCc1ccco1,2,6,93,40,95,6,15,-4,-5
COc1ccc(-c2nc3ccccc3n2Cc2ccccc2)cc1,5,2,113,-4,110,-12,-14,-10,12
COc1ccc(N(CC(=O)NCC(C)C)S(=O)(=O)c2ccccc2)cc1,-4,2,101,21,108,3,-2,-7,3
O=C(CN1CCN(C2CCCCC2)CC1)c1ccc2cc[nH]c2c1,0,-2,x,13,x,-1,6,6,x
COc1ccc(N/N=C(\C#N)C(N)=O)cc1,1,-1,97,-31,100,5,11,17,-1
CN1CCN(c2nc3nonc3nc2N2CCN(C)CC2)CC1,3,2,105,22,103,6,-1,3,4

# Reprinted from the part before: 5 entries, followed by the next part.
SMILES,IDE cell inh,IDE act,MEKK2 WT-MEK5,UBC9 SUMO inh,MEKK3 PB1 HTS,PfM18AAP inh,pCIP destab,NALP1 inh,MEKK2mut PB1 HTS
COc1ccc(-c2nc3ccccc3n2Cc2ccccc2)cc1,5,2,113,-4,110,-12,-14,-10,12
COc1ccc(N(CC(=O)NCC(C)C)S(=O)(=O)c2ccccc2)cc1,-4,2,101,21,108,3,-2,-7,3
O=C(CN1CCN(C2CCCCC2)CC1)c1ccc2cc[nH]c2c1,0,-2,x,13,x,-1,6,6,x
COc1ccc(N/N=C(\C#N)C(N)=O)cc1,1,-1,97,-31,100,5,11,17,-1
CN1CCN(c2nc3nonc3nc2N2CCN(C)CC2)CC1,3,2,105,22,103,6,-1,3,4
C=CCNc1ncnc2c1[nH]c1ccc(Cl)cc12,30*,-30,113,21,103,4,-11,10,3
NS(=O)(=O)c1ccc(CCNC(=O)c2cnc(Cl)c(Cl)c2)cc1,-26,1,106,15,102,-7,-16,15,2
Cc1ccc(NC(=S)NNC(C)(C)C)cc1,-1,5,100,-4,100,-3,-2,30,7
Cc1ccc(N2CCN(C(=O)CCc3nc4ccccc4[nH]3)CC2)c(C)c1,-2,7,105,4,106,-7,-2,15,7
CC[C@H]1OC(=O)[C@H](C)[C@@H](O[C@H]2C[C@@](C)(OC)[C@@H](O)[C@H](C)O2)[C@H](C)[C@@H](O[C@@H]2O[C@H](C)C[C@H](N(C)C)[C@H]2O)[C@](C)(O)C[C@@H](C)[C@@H]2N[C@@H](COCCOC)O[C@H]([C@H]2C)[C@]1(C)O,-4,5,104,-26,114,-7,-12,75*,-2
Cc1c(C(=O)NCCSCc2cccc(C(F)(F)F)c2)cnn1-c1ccc(Cl)cc1,-2,-3,83,-5,84,-12,-7,23,-30
CCn1c(CSCc2ccc(Cl)cc2)nnc1SCC(=O)Nc1cccc(C(=O)O)c1,-7,7,102,17,107,-5,0,10,4
COc1ccc(Cl)cc1C(=O)N1CCN=C1SC,0,3,95,-6,98,-8,-7,17,3
CCOc1ccc(C(=O)NCc2ccncc2)cc1,-4,5,106,8,100,6,-1,18,1
CCCN(CC1CC1)C(=S)NC(=O)c1ccc(S(=O)(=O)N2CCOCC2)cc1,0,4,100,-21,103,-14,4,-6,0
O=C(NCCN1CCCOC1=O)C(=O)NCCN1CCCOC1=O,6,4,98,9,94,3,-11,x,-7
CC12CN(NC(=O)c3ccccc3F)C3(C#N)CC1CCC23C (stereo not drawn),4,4,101,2,99,-8,-5,-6,-1
O=C(N/N=C/c1cccc(OC(=O)c2ccc([N+](=O)[O-])cc2)c1)c1cccnc1,3,-1,99,14,99,0,9,-10,-3
CCCc1cc(=O)n2[nH]c(SCc3ccc(Cl)cc3)nc2n1,4,-1,103,6,104,1,8,16,4
O=C(O)c1cccc(S(=O)(=O)N2CCN(C(c3ccccc3)c3ccccc3)CC2)c1,5,4,91,-3,98,2,-4,-19,-7
